# Source: PubChem BioAssay (several laboratories)
# Efa HMGR inh: E. faecalis class II HMG-CoA reductase inhibition. purified E. faecalis HMGR, NADPH absorbance 340 nm kinetic. actives 0.41% (n = 190,000). inhibition, % at 10 µM;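 active = inhibition above a set limit, the median over all tested compounds plus 3 SD, cut at about 9.5% in these data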;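 also: enzyme runs in reverse so mevalonate oxidation gives rising NADPH absorbance; 0% = complete reaction with DMSO and 100% = background rate lacking mevalonate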
# RAM inhibit: inhibitors of the yeast RAM network; inhibition, % at 50 µM; S. cerevisiae dse1pr::URA3 reporter, 5-FOA growth OD615, 2 d; analog-sensitive cbk1-as2 kinase mutant strain; AID 868; actives 1.8% (n = 190,000);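 active = inhibition above a set limit, 3 SD over mean compound inhibition, cut at about 8.4% in these data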;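 also: 0% = DMSO-only wells with no growth and 100% = 10 µM 1-NA-PP1 full growth; inhibition rescues growth on 5-FOA so higher OD means more RAM inhibition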
# SRC2 TRFRET art: flags TR-FRET format artefacts in PPARgamma SRC-2 recruitment agonist screen | actives 0.4% (n = 200,000) | TR-FRET artefact counter-screen; stronger effect = higher value | TR-FRET ratio at 8 µM; in the data active = TR-FRET ratio above about 2000; also: inactives centre near 1500; reference of the scale not given here
# PPARg SRC-2 ag: agonists of SRC-2 recruitment by human PPARgamma; PPARgamma LBD-SRC-2 recruitment, biochemical; activation, % at 8 µM; actives 0.34% (n = 200,000); AID 1032; in the data active = activation above about 22%;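 also: 0% = vehicle and 100% = reference agonist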
# ROMK mod: human ROMK K+ channel modulation, primary screen. Tet-inducible ROMK, thallium flux fluorescence; actives lie on both sides. B-score at 10 µM. actives 2% (n = 130,000). AID 1918;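 active = signal ratio slope over the read window, or its plate-corrected B-score, at least 3 SD from the plate mean, either direction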;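 also: B-score of the F/F0 ratio slope over 7 to 12 s after thallium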
# Target sequence (P48048 whole entry, looked up): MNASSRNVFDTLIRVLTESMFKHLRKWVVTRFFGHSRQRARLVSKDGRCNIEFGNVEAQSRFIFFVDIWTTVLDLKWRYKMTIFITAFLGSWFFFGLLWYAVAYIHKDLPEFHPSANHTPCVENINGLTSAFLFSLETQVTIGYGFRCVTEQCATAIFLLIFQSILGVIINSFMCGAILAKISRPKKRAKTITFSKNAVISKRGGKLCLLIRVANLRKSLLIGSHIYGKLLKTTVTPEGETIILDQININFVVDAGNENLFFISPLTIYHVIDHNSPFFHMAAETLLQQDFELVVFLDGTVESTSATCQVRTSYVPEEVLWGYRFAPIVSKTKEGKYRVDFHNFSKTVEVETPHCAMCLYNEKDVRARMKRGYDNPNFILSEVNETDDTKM
# PPARg SRC-3 ag: promotes SRC-3 coactivator recruitment by human PPARgamma | P37231 | biochemical PPARgamma/SRC-3 coactivator recruitment assay | activation, % at 8 µM | actives 0.26% (n = 200,000); in the data active = activation above about 23%;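 also: 0% = DMSO and 100% = reference agonist; some compounds past the cut are filed as inactive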
# S1P3 antag: antagonists of human S1P3 receptor | CHO S1P3 NFAT-BLA reporter, FRET fluorescence, antagonist mode | inhibition, % at 4.98 µM | actives 0.27% (n = 170,000) | AID 485;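 active = inhibition above the plate cutoff, the mean inhibition of test wells on that plate plus 3 SD, cut at about 28% in these data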;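 also: cells challenged with S1P at its EC80 of 0.8 µM; blue over green emission ratio from cleaved BLA substrate after 4 h stimulation; 0% = S1P-stimulated wells and 100% = unstimulated DMSO-only wells; some compounds past the cut are filed as inactive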
# Target sequence (Q99500 whole entry, looked up): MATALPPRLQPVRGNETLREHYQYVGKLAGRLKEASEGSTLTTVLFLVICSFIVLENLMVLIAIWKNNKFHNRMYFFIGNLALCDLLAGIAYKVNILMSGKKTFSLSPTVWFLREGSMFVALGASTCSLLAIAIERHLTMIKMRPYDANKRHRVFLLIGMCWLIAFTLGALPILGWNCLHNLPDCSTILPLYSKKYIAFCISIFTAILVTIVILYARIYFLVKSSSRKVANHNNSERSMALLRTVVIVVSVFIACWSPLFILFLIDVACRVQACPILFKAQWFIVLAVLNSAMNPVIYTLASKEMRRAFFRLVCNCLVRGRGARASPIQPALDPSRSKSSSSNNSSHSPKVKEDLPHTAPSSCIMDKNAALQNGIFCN
# Redox H2O2 prof: compounds producing H2O2 with reducing agent – biochemical, NIH compound library profiling, artefact control for MLSCN library redox annotation, primary screen | DTT-dependent redox cycling H2O2, phenol red/HRP absorbance; 100% = 100 µM peroxide control, 0% = buffer | activation, % at 10 µM | actives 0.03% (n = 200,000);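 active = activation of at least 50% relative to the plate's high and low controls in the primary single-dose screen; inactive = activation below 50%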;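 also: compound incubated with DTT at 0.8 mM final as the reducing agent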
# bIAP inhibitor: blocks bovine intestinal alkaline phosphatase activity; purified bovine IAP, CDP-star luminescence, 30 min; inhibition, % at 20 µM; 190,000 tested, under 10 active;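 active = over 50% inhibition of intestinal alkaline phosphatase at 20 µM in the single-dose screen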
#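 Assay system: bovine IAP enzyme; medium: DEA buffer 100 mM, pH 9.8, with MgCl2 1.0 mM, ZnCl2 0.02 mM; doses: 20 µM single dose; incubation: enzyme reaction for 30 min at room temperature; detection: CDP-star luminescence signal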
# PPARg SRC-1 ag: promotes SRC-1 coactivator recruitment by human PPARgamma | PPARgamma-SRC-1 coactivator recruitment biochemical assay | P37231 | actives 0.41% (n = 200,000) | activation, % at 8 µM | AID 631; in the data active = activation above about 19%;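 also: 0% = DMSO and 100% = reference agonist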
# Lmaj promast: reduces viability of Leishmania major promastigotes; AID 1063; inhibition, % at 10 µM; resazurin fluorescence viability; actives 9% (n = 200,000); in the data active = inhibition above about 50%;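 also: promastigotes grown with compound for 44 hours at 28 °C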
# The depositor's hits bear a star; / = no result given; & = joins results of further samples.
SMILES,Efa HMGR inh,RAM inhibit,SRC2 TRFRET art,PPARg SRC-2 ag,ROMK mod,PPARg SRC-3 ag,S1P3 antag,Redox H2O2 prof,bIAP inhibitor,PPARg SRC-1 ag,Lmaj promast
O=C(OCc1cccc([N+](=O)[O-])c1)c1cnccn1,-2,-0.2,1525,2,0.0032,-1,-13,-1.3,2,3,-3
CCC(=O)N1CCc2cc(S(=O)(=O)NC(C(=O)NCc3ccc(C)cc3)C(C)C)ccc21 (stereo not drawn),1,2.4,1602,21,/,1,-28,-0.5,-6,4,-4
O=C(CC1(O)C(=O)Nc2ccccc21)c1ccc2c(c1)OCO2 (stereo not drawn),-5,0.5,1317,1,-0.013,-6,/,0.1,0,-4,-7
CCCc1nc2c(sc3nc4c(cc32)COC(C)(C)C4)c(=O)o1,-3,2.4,1350,-2,/,0,-11,0.5,-10,-4,-5
CC1(C)C(=O)Nc2ccccc2N1C(=O)COC(=O)c1cc([N+](=O)[O-])ccc1N,-7,2.2,1711,3,/,4,3,0.2,31,5,2
Cc1ccc2c(CSc3nnc(N)s3)cc(=O)oc2c1,-3,3.7,1588,12,-0.2,4,/,-0.6,6,8,-2
Cn1c(CCNC(=O)c2ccc(Cl)c(Cl)c2)nnc1SCc1ccc(Cl)c(Cl)c1,-1,8.8*,1614,4,/,-9,/,-1.3,7,8,-2
CC1CCC(C(C)C)C(OC(=O)Cn2c(-c3ccccc3)[n+](C)c3ccccc32)C1 (stereo not drawn),-8&-9,0.3&1.1,1637&1538,7&6,-6.3*,0&-3,-10&2,-0.7&0.0,7&2,6&4,100*
COC(=O)C1CC(c2c(OC)cc(OC)cc2OC)=NO1 (stereo not drawn),-2,-0.4,1417,-9,-0.042,-5,/,1.3,3,-1,4
Cc1cc(C)c(C(=O)OCC(=O)NCc2cccs2)c(C)c1,-3,1.5,1621,1,-0.48,0,2,-0.1,3,6,-9
CC(C)(C)N=C1NC(=NC(C)(C)C)c2ccccc21,-2,0.5,1631,-3,/,9,-18,0.0,35,-1,66*
COc1cnc(-c2ccccn2)nc1Oc1ccc(F)cc1F,-1,-0.5,1705,6,0.21,1,29*,-2.7,-7,-7,37
O=[N+]([O-])c1cc2oc3c(c2c(C=NCc2ccccc2)c1O)CCCC3,-3,0.6,1770,8,/,4,9,-0.6,6,5,11
CCOC(=O)N1CCN(C(=O)C2CCN(C(=O)c3cc4sccc4n3CC)CC2)CC1,1,0.7,1484,-3,/,-2,12,-2.2,2,3,-7
Cc1ccc(-c2nnn(CC(=O)N(CC3CCCO3)C(C(=O)NCC3CCCO3)c3ccc(F)cc3)n2)o1 (stereo not drawn),3,2.1,1416,-6,/,2,/,0.0,8,-4,-2
COc1ccc(/C=N/NC(=O)c2cccc(Br)c2)cc1Cn1cc(Cl)cn1,-3,3.1,1491,-3,/,-9,/,1.4,15,-1,-3
CCCCCCOc1ccc(C(CC(N)=O)C(=O)O)cc1 (stereo not drawn),-3,2.6,1490,5,0.55,6,6,0.0,7,14,-15
CCOC(=O)c1cc2occc2n1CC(=O)N1CCN(C(=O)c2ccco2)CC1,-7,-0.1,1703,-3,/,4,-4,-2.6,7,3,-3
CCC1OC23CCCCC2C(C#N)(C(=N)O3)C1(C#N)C#N (stereo not drawn),-1,0.5,1546,-6,/,-5,/,1.9,11,-1,5
Cn1c(SCC(=O)N2CCOCC2)nnc1-c1ccc(Cl)cc1Cl,-5,0.3,1611,10,-0.021,5,/,-1.2,7,3,-3
O=C(CCc1ccccc1)N1CCN(c2ccc(F)cc2)CC1,2,-1.7,1302,-2,-0.27,5,-14,0.3,-6,-4,16
O=C(c1cccc([N+](=O)[O-])c1)N1CCN(c2ccccn2)CC1,-4,0.7,1497,6,-1.9,-1,-9,-0.3,6,5,-5
CCC(CC)C(=O)c1c[nH]c(C(=O)NCc2cccnc2)c1,-10,0.2,1755,-10,0.049,-1,-12,-0.5,-15,2,-3
O=C(COc1ccc2ccccc2c1)NNC(=O)c1cnccn1,1,4.1,1645,6,-1.2,0,-15,-0.2,5,1,-3
COc1ccccc1CC(NC(C)=O)C(=O)NC1CCN(C(=O)c2ccc([N+](=O)[O-])cc2)CC1 (stereo not drawn),-6,1.9,1546,-2,0.051,-3,8,0.0,12,-6,-2
Cc1cccc(S(=O)(=O)Nc2ccc(-c3cn4ccccc4n3)cc2)c1,14*,0.6,1486,7,/,2,8,0.4,48,-5,5
N#Cc1c(-c2cccs2)nc(SCc2ccc(Cl)cc2)[nH]c1=O,-4,6.1,2686*,43*,3.6*,24*,-35,-0.7,-5,32*,-10
CN(Cc1ccccc1)C(=O)c1nn2cccnc2c1Cl,2,-0.8,1523,3,0.52,-1,8,-0.2,-7,3,-6
Cc1ccc(OCc2nc(-c3ccccc3)no2)c(C)c1,-4,2.2,1525,6,/,4,-8,-0.2,49,2,-4
COc1ccc(Nc2oc(COc3ccccc3F)nc2C#N)cc1,2,2.2,1469,-11,/,-7,-8,-0.9,8,-2,17
Oc1ccc(-c2nc(=S)[nH][nH]2)cc1,-1,2.9,1579,0,-0.9,9,/,0.7,-14,-1,-13
CCOC(=O)c1c(N2C(=O)C=CC2=O)sc(C)c1C,-13,-1.3,1382,-6,/,6,/,-0.1,-7,-1,20
O=C(Nc1nnc(-c2ccc(Cl)cc2)o1)c1nc2ccccc2s1,-5,0.3,1438,-3,/,8,/,-0.3,3,-2,-2
Cc1cc(=O)oc2cc(OCC(=O)N/N=C/c3ccccc3[N+](=O)[O-])ccc12,-9,0.1,1429,-8,/,-4,-2,0.3,3,-2,0
O=C(c1cc2nc(-c3ccco3)cc(C(F)(F)F)n2n1)N1CCc2ccccc2C1,-4,1.5,1612,-2,-0.015,8,3,-0.4,1,5,0
CCC(Sc1nc2ccccc2s1)C(=O)Nc1nnc(C)s1 (stereo not drawn),-1,0.0,1928,14,/,7,/,0.3,7,12,-2
O=S(=O)(NCc1ccccc1)c1ccc(Cl)c(S(=O)(=O)NCc2ccccc2)c1,2,4.5,1424,-3,-0.92,-1,/,0.0,27,3,14
COC(=O)/C=c1/sc2nc3ccccc3n2c1=O,-4,1.5,1711,10,/,0,3,0.4,-1,7,-9
COC(=O)c1c(S(=O)(=O)NCc2ccccc2)sc(C(=O)O)c1C,1,3.1,1576,-2,2,4,/,0.0,1,3,-8
COc1ccc(OC)c(N(CC(=O)NCc2cccnc2)S(C)(=O)=O)c1,-9,3.5,1560,0,/,-2,-14,0.2,0,1,-1

# Ten entries already listed, sorted by heavy-atom count, low to high:
SMILES,Efa HMGR inh,RAM inhibit,SRC2 TRFRET art,PPARg SRC-2 ag,ROMK mod,PPARg SRC-3 ag,S1P3 antag,Redox H2O2 prof,bIAP inhibitor,PPARg SRC-1 ag,Lmaj promast
Oc1ccc(-c2nc(=S)[nH][nH]2)cc1,-1,2.9,1579,0,-0.9,9,/,0.7,-14,-1,-13
COC(=O)/C=c1/sc2nc3ccccc3n2c1=O,-4,1.5,1711,10,/,0,3,0.4,-1,7,-9
CCOC(=O)c1c(N2C(=O)C=CC2=O)sc(C)c1C,-13,-1.3,1382,-6,/,6,/,-0.1,-7,-1,20
CN(Cc1ccccc1)C(=O)c1nn2cccnc2c1Cl,2,-0.8,1523,3,0.52,-1,8,-0.2,-7,3,-6
CCC(Sc1nc2ccccc2s1)C(=O)Nc1nnc(C)s1 (stereo not drawn),-1,0.0,1928,14,/,7,/,0.3,7,12,-2
COC(=O)c1c(S(=O)(=O)NCc2ccccc2)sc(C(=O)O)c1C,1,3.1,1576,-2,2,4,/,0.0,1,3,-8
COc1ccc(Nc2oc(COc3ccccc3F)nc2C#N)cc1,2,2.2,1469,-11,/,-7,-8,-0.9,8,-2,17
Cc1cc(=O)oc2cc(OCC(=O)N/N=C/c3ccccc3[N+](=O)[O-])ccc12,-9,0.1,1429,-8,/,-4,-2,0.3,3,-2,0
O=S(=O)(NCc1ccccc1)c1ccc(Cl)c(S(=O)(=O)NCc2ccccc2)c1,2,4.5,1424,-3,-0.92,-1,/,0.0,27,3,14
O=C(c1cc2nc(-c3ccco3)cc(C(F)(F)F)n2n1)N1CCc2ccccc2C1,-4,1.5,1612,-2,-0.015,8,3,-0.4,1,5,0

# (next part)
SMILES,Efa HMGR inh,RAM inhibit,SRC2 TRFRET art,PPARg SRC-2 ag,ROMK mod,PPARg SRC-3 ag,S1P3 antag,Redox H2O2 prof,bIAP inhibitor,PPARg SRC-1 ag,Lmaj promast
CCOC(=O)c1cc(-c2ccc(OC)cc2F)nc2c1c(C)nn2CCC#N,-2,7.5,1318,-5,/,-17,/,-3.8,10,-6,3
CNC(=O)COC(=O)c1nc(-n2nc(C)cc2C)ccc1Cl,-5,2.7,1456,-4,/,-3,/,-0.4,3,-1,-3
CC(=O)N1CC2(c3ccccc3)CN(C(C)=O)CC(c3ccccc3)(C1)C2=O,-2,1.4,1703,6,-0.038,6,4,-0.5,8,8,3
CCCCCNC(=O)C(C#N)c1nc2ccccc2nc1N1CC(C)OC(C)C1 (stereo not drawn),/,/,1556,6,-0.28,8,/,0.7,/,-8,-6
CCOC(=O)c1nn(-c2ccc(C)cc2)c(=O)c2c(N)scc12,-12,2.7,1588,4,/,0,/,0.2,8,-3,11
CCOC(=O)CCSCC(=O)Nc1cc(C)on1,-5,0.0,1393,6,-0.099,-8,-14,0.2,/,7,-11
O=c1c2ccccc2nc(SCc2ccccc2F)n1C1CCCC1,3,5.5,1604,3,/,-5,4,0.9,18,5,0
O=C(CCc1[nH]c2ccccc2c1Sc1ccccc1)NCCO,-3,-0.7,1559,10,/,-2,7,-0.7,3,-5,-2
COc1ccc(C2N=C(N)N=C(N)N2c2ccc(C)cc2)cc1 (stereo not drawn),2,0.9,1496,-4,/,-5,/,0.5,20,-2,3
Cc1ccc(CN2CCC(N3CCC(C(=O)NCC4CCCO4)CC3)CC2)o1 (stereo not drawn),-12,1.9,1621,14,/,6,13,0.4,-7,10,-6
O=C(O)CC(NS(=O)(=O)c1ccc(Br)cc1)c1ccco1 (stereo not drawn),-2,0.8,1492,0,-0.0045,4,/,2.8,1,3,-9
CC(C)=NNC(=O)CN1C(=O)NC2NC(=O)NC21 (stereo not drawn),-7,2.0,1449,4,/,-5,-4,0.1,7,1,-6
